Compound activity as filed in PubChem.
Abeta rescue – compounds reversing amyloid beta toxicity in yeast | yeast expressing A-beta42, growth rescue, OD600, 48 h; response scale: 0% DMSO, 100% iron-clioquinol control | Potency, µM (top dose mostly 46.1 µM), for inactives: at the top dose growth rescue, usual class: activators | 410,000 compounds, 0.063% hits; note: potency is the fitted concentration of half-maximal effect; nearly all actives have a fitted effect of over 55% in size
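Growth rescue measured by 600 nm absorbance after 48 h yeast culture at 30 C with compound. Values normalized between DMSO and an equimolar ferric chloride plus clioquinol control.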
Akt phos inh – inhibitors of Akt phosphorylation | Neuro2A IGF-stimulated pAkt S473 HTRF, 20 min; stronger effect = lower value | activity change, % for hits at 50 µM | 360,000 compounds, 0.32% hits; in the data active = activity change below about -80%; inconclusive = mostly about -51% to -80%; note: % is set by controls: 0 for no effect and ±100 for the full control effect
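Neuro2A cells (4,500/well, DMEM with 0.5% FBS) were treated with compound at a single 50 µM final concentration, stimulated with 6 nM IGF for 20 min at 37 °C, and lysed. Phospho-Akt Ser473 was read by HTRF as 665/615 ratio ×10^4.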
HepG2 tox – HepG2 cytotoxicity, counter-screen for TGF-b inhibitors. HepG2 CAGA-GFP viability, ATP luminescence, 18 h. Potency, µM (titrated, usually from 46.1 µM), without a hit: at the highest dose activity change, negative = cytotoxicity, actives largely listed as cytotoxic. 410,000 compounds, 0.76% hits; note: potency is the fitted concentration of half-maximal effect; some results filed as inactive show a strong effect at the top dose
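HepG2 CAGA-GFP cells (1000/well, DMEM with 1% FBS) received compound, then TGF-beta at 500 pg/mL final, and were incubated 18 hours at 37 degrees C. Viability was read by CellTiter-Glo luminescence. Media-only wells were set as complete cell-killing and DMSO as no toxicity.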
CCT modulator – changes cytosolic chaperonin activity; purified chaperonin ATPase assay, HTRF ADP detection, 30 min; activity change, % (test concentration not listed), hits read low; 360,000 compounds, 0.3% hits; in the data active = activity change below about -30%; note: % is set by controls: 0 for no effect and ±100 for the full control effect
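ATPase activity: ADP formed was measured by HTRF Transcreener (665/615 nm ratio) after 30 min at 37 deg C with 10 uM ATP. Compounds screened at one 76 uM concentration against 40 or 20 nM TRiC in Tris pH 7.4/KCl/MgCl2/DTT buffer.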
Nrf2 activator – activators of Nrf2 (ARE) signaling; Potency, µM (titrated, usually from 46.1 µM), without a hit: at the top dose activation, most hits filed as activators; AREc32 ARE-luciferase reporter (MCF7-derived line), luminescence, 24 h; AID 624171; 410,000 compounds, 0.31% hits; note: potency is the fitted concentration of half-maximal effect; % of control where 0% means no effect; nearly all actives have a fitted effect of over 65% in size
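Cells of the AREc32 ARE-luciferase line are plated in OPTI-MEM containing 5% FBS and left overnight at 37 deg C. Compounds are pinned in, incubation continues 24 hr, and firefly luciferase signal is then measured.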
TGFb inhibitor – TGF-b pathway inhibition; HepG2 CAGA-GFP TGF-b/SMAD3 reporter, GFP fluorescence, 18 h; TGF-beta stimulated, 500 pg/mL final; AID 588855; 410,000 compounds, 1.2% hits; Potency, µM (highest dose often 46.1 µM), for the others: top-dose activity, negative = inhibition, actives largely listed as inhibitors; note: potency is the fitted concentration of half-maximal effect; % is set by controls: 0 for no effect and ±100 for the full control effect; nearly all actives have a fitted effect of over 65% in size
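Using HEPG2 CAGA-GFP reporter cells at 1000 cells/well, we pinned test compounds, stimulated with recombinant TGF-beta (500 pg/mL final) and measured total well GFP after 18 h.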
Nrf2 inh – Nrf2 pathway inhibition; 360,000 compounds, 2.1% hits; Potency, µM (top dose mostly 46 µM), for the others: at the highest dose activity change, negative = inhibition, usual class: inhibitors; AID 504444; A549 ARE-Fluc reporter, luciferase luminescence, 18-24 h; note: potency is the fitted concentration of half-maximal effect; % is set by controls: 0 for no effect and ±100 for the full control effect; nearly all actives have a fitted effect of over 60% in size
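A549 ARE_Fluc cells (5000/well, 5% FBS OPTI-MEM) pre-incubated 2 h, then treated with compounds 18-24 h at 37C/5% CO2 in concentration-response. CellTiter-Fluor viability read first; BugLite luciferase luminescence after 15 min at room temperature gives Nrf2 activity.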
A549 viability – A549 cytotoxicity, counter-screen for Nrf2 inhibitors | AID 504648 | Potency, µM (top dose mostly 46 µM), without a hit: top-dose activity change, negative = cytotoxicity, most hits filed as inhibitors | A549 ARE-Fluc cells, CellTiter-Fluor viability, 18-24 h | 390,000 compounds, 0.16% hits; note: potency is the fitted concentration of half-maximal effect; % is set by controls: 0 for no effect and ±100 for the full control effect
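A549 ARE_Fluc cells in 5% FBS OPTI-MEM were exposed to compounds in concentration-response for 18-24 h at 37 deg C. Viability was read by CellTiter-Fluor fluorescence (Ex 405/Em 525) after 30 min, before the luciferase read.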
Mm-Cpn inhibitor – blocks the Methanococcus maripaludis chaperonin Mm-Cpn. purified Mm-Cpn ATPase, ADP Transcreener TR-FRET. Potency, µM (top dose mostly 76.9 µM), inactives show top-dose activity, negative = inhibition, most hits filed as inhibitors. 330,000 compounds, 0.031% hits; note: potency is the fitted concentration of half-maximal effect; % is set by controls: 0 for no effect and ±100 for the full control effect; nearly all actives have a fitted effect of over 80% in size
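Purified archaeal chaperonin (25 nM final) was preincubated with compound for 10 min at 37°C, then ATP (10 uM final) was added for 30 min at 37°C in Tris pH 7.4/KCl/MgCl2/DTT buffer. ADP was quantified by HTRF Transcreener TR-FRET.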
* = called active by the depositor; i = inactive; u = inconclusive; x = not tested or not shown; [ ] = remark or other dose. Unless noted, calls come from the whole dose curve; as a rule, active = well fitted curve in the direction sought with a large enough effect; inconclusive = small, poorly fitted or top-dose-only effect, or another doubt; inactive = no such curve, though single readings can be large; an effect the other way counts as inactive or inconclusive.

entry	SMILES	Abeta rescue	Akt phos inh	HepG2 tox	CCT modulator	Nrf2 activator
1	O=C(NCc1ccc(-c2nc3ccccc3s2)cc1)c1cc2ccccc2o1	-11%	i	-1%	-12	0.1%
2	COc1ccccc1/C=N/NC(=O)CSc1cc(C)nc2ccccc12	9%	i	-17%	1.2	-0.2%
3	Fc1cc(NC(=S)NCc2ccc(CNC(=S)Nc3ccc(Cl)c(F)c3)cc2)ccc1Cl	2%	i	2.8µM*	-3.4	-0.1%
4	COc1ccc(NC(=O)c2nc3nc(C)cc(C(F)F)n3n2)c(C)c1	-11%	x	-15%	x	0.3%
5	Nc1ccc(C(=O)Nc2ccccc2C(=O)O)cc1	6%	i	-11%	-2.8	-0.8%
6	O=C(CCCCn1c(=O)c2ccccc2n(CC(=O)Nc2cccc(F)c2)c1=O)NCc1ccco1	-16%	i	-2%	1.4	0.7%
7	COc1cc(CN2CCN(c3ccccc3F)CC2)cc(OC)c1O	-17%	i	0%	-1.6	0.6%
8	Cc1ccccc1-c1cnc(C(O)c2ccc(Cl)cc2)[nH]1 (stereo unspecified)	-6%	i	-29%	0.2	5.7%
9	COc1ccccc1NC(=O)CCC(=O)OCC(=O)c1ccc(C)c([N+](=O)[O-])c1	-2%	i	10%	-1.6	-0.7%
10	Cc1ccc(CNC(=O)CN(C(=O)C2(C)CC(=O)N=C3C=CC=CN32)c2cccc(C)c2C)cc1 (stereo unspecified)	0%	i	-17%	-2.9	0.1%
11	CC(C)CN(CC(C)C)c1nc(N)c(C#N)c(CC#N)c1C#N	2%	i	12%	0.3	5.8%
12	CCOC(=O)C1=C(COC(=O)CCNS(=O)(=O)c2ccc(NC(C)=O)cc2)NC(=O)NC1C (stereo unspecified)	-10%	i	-7%	-1.8	0.0%
13	O=C(COc1cccc2c1CCN(Cc1ccccc1)C2=O)N1CCCCC1	21%	i	5%	1.2	0.3%
14	COc1ccc(N(CC(=O)NCCSc2ccccn2)S(C)(=O)=O)cc1	17%	i	9%	-0.6	-1.0%
15	O=C(/C=C/c1ccc(Cl)cc1)Nc1ccc(N2CCCCC2)cc1	20%	x	8%	2.1	0.2%

entry	TGFb inhibitor	Nrf2 inh	A549 viability	Mm-Cpn inhibitor
1	0%	9%	2%	-10%
2	-13%	u	3%	1%
3	u	u	-18%	-4%
4	5%	15%	6%	x
5	-33%	-3%	-5%	-3%
6	11%	x	-4%	1%
7	u	3%	6%	-1%
8	1%	x	x	x
9	-15%	14%	-3%	-2%
10	-13%	-12%	1%	-3%
11	6%	-27%	1%	u
12	-8%	-5%	1%	1%
13	-5%	-19%	-1%	2%
14	-11%	-14%	-1%	-2%
15	17%	x	-3%	1%

entry	SMILES	Abeta rescue	Akt phos inh	HepG2 tox	CCT modulator	Nrf2 activator
16	NC(=O)CN1CCOCCOCCN(CC(N)=O)CCOCC1	6%	i	5%	-3.9	-0.6%
17	COC(=O)CCC(=O)Nc1nc(-c2ccccc2)cs1	5%	i	0%	-7.3	0.6%
18	CCCCN1C(=S)NC[C@@H]1Cc1cccc2ccccc12	35%	i	-15%	0.4	0.3%
19	CC(C)c1ccc(CC(=O)N2CCC2(C)C(=O)NS(=O)(=O)c2cccc(OC(F)F)c2)cc1 (stereo unspecified)	-6%	i	0%	-1.4	0.0%
20	CCOC(=O)c1c(NC(=O)c2cc3nc(-c4ccc(OC)cc4)cc(C(F)(F)F)n3n2)sc(C)c1C	-16%	x	-3%	x	3.5%
21	C/C(=N/NS(=O)(=O)c1ccccc1)c1ccc(NC(=O)C(F)(F)F)cc1	14%	i	10%	-1.6	4.0%
22	Cc1cc(/C=C2/SC(=O)N(CC(=O)N3CCCC3)C2=O)c(C)n1C	-10%	i	3%	-0.8	0.1%
23	CC(=O)c1cccc(S(=O)(=O)NCCC(=O)NC2CCCCCC2)c1	0%	i	-16%	-0.5	-0.9%
24	CS(=O)(=O)Nc1ccccc1-c1ccc2nccn2c1	11%	i	-15%	-0.4	0.5%[9.22 µM]
25	Cc1ccc(S(=O)(=O)N(Cc2cc3cccc(C)c3[nH]c2=O)c2ccccc2)cc1	0%	i	7%	1.7	-0.4%
26	O=S(=O)(c1ccc(Br)s1)N1CCN(c2ncccn2)CC1	-28%	i	-23%	0.4	0.0%
27	CN(CC(O)CON=C1c2ccccc2-c2ccccc21)S(=O)(=O)c1ccc(Br)cc1 (stereo unspecified)	5%	i	-75%	-1.6	2.0%
28	CNC(=S)Nc1cccc(C(=O)OC)c1	-2%	i	3%	1.5	8.8%
29	COc1ccc(CNC(=O)CCn2cccc2)cc1	-5%	i	11%	-1.4	-1.0%
30	COc1ccc(C(=O)N2CCCCC2c2cc(C(=O)Nc3ccc(OC)cc3C)no2)cc1 (stereo unspecified)	-3%	i	-1%	0.5	0.5%

entry	TGFb inhibitor	Nrf2 inh	A549 viability	Mm-Cpn inhibitor
16	0%	5%	-4%	2%
17	-2%	17%	0%	x
18	-14%	u	0%	1%
19	9%	x	x	x
20	-3%	x	14%	x
21	13%	2%	-4%	1%
22	20%	u	u	0%
23	-1%	-1%	-9%	0%
24	-4%	x	x	x
25	u	6%	-6%	2%
26	-2%	-47%	7%	0%
27	u	21µM*	u	-5%
28	-3%	u	-1%	1%
29	8%	6%	-1%	3%
30	-6%	x	x	x

entry	SMILES	Abeta rescue	Akt phos inh	HepG2 tox	CCT modulator	Nrf2 activator
31	CC1=C(C(=O)N(C)C)CC(CC(=O)NCc2cccs2)C(=O)N1Cc1ccccc1 (stereo unspecified)	-8%	i	-5%	-7.0	-0.6%
32	Cc1ccc(OCc2ccc(C(=O)NCC3CCCO3)cc2)cc1C (stereo unspecified)	-18%	i	-17%	-2.0	2.4%
33	NC12CC3CC(C1)CC(O)(C3)C2	-14%	i	6%	0.9	0.1%
34	CCn1cc(C(=O)NCC(OC)OC)c(=O)c2cc(S(=O)(=O)N3CCCC3)ccc21	-5%	i	-19%	-0.5	-0.2%
35	COC(=O)c1c(-c2ccc(Cl)cc2)noc1N1CCN(c2ccc(F)cc2)CC1	-10%	x	8%	x	-0.4%
36	CC(=O)Nc1ccccc1NC(=O)C(F)(F)F	0%	i	5%	-18	-0.6%
37	CCn1cc(C(=O)O)c(=O)c2cc(F)c(N3CCN(C(=S)NC(=O)c4ccccc4C)CC3)cc21	-17%	i	18%	0.2	-0.4%
38	CCCn1c2ccccc2c2cnn(CC(=O)N(C)c3ccccc3CC)c(=O)c21	-25%	x	-76%	x	3.5%
39	CCOc1ccccc1NC(=O)CCNS(=O)(=O)c1ccc2c(c1)CCN2C(=O)C1CC1	-4%	x	-26%	x	-0.7%
40	N#CC(=C(O)COC(=O)c1ccc2c(c1)OCCO2)c1nc2ccccc2[nH]1	-12%	i	-52%	1.3	13%

entry	TGFb inhibitor	Nrf2 inh	A549 viability	Mm-Cpn inhibitor
31	-6%	x	x	x
32	0%	u	7%	-4%
33	0%	8%	5%	-1%
34	0%	-20%	0%	3%
35	4%	x	0%	x
36	2%	12%	1%	-3%
37	-3%	-14%	1%	-1%
38	u	-14%	2%	x
39	-10%	x	4%	x
40	u	-5%	5%	x

Excerpt, compounds 31 to 37
entry	SMILES	Abeta rescue	Akt phos inh	HepG2 tox	CCT modulator	Nrf2 activator
31	CC1=C(C(=O)N(C)C)CC(CC(=O)NCc2cccs2)C(=O)N1Cc1ccccc1 (stereo unspecified)	-8%	i	-5%	-7.0	-0.6%
32	Cc1ccc(OCc2ccc(C(=O)NCC3CCCO3)cc2)cc1C (stereo unspecified)	-18%	i	-17%	-2.0	2.4%
33	NC12CC3CC(C1)CC(O)(C3)C2	-14%	i	6%	0.9	0.1%
34	CCn1cc(C(=O)NCC(OC)OC)c(=O)c2cc(S(=O)(=O)N3CCCC3)ccc21	-5%	i	-19%	-0.5	-0.2%
35	COC(=O)c1c(-c2ccc(Cl)cc2)noc1N1CCN(c2ccc(F)cc2)CC1	-10%	x	8%	x	-0.4%
36	CC(=O)Nc1ccccc1NC(=O)C(F)(F)F	0%	i	5%	-18	-0.6%
37	CCn1cc(C(=O)O)c(=O)c2cc(F)c(N3CCN(C(=S)NC(=O)c4ccccc4C)CC3)cc21	-17%	i	18%	0.2	-0.4%

entry	TGFb inhibitor	Nrf2 inh	A549 viability	Mm-Cpn inhibitor
31	-6%	x	x	x
32	0%	u	7%	-4%
33	0%	8%	5%	-1%
34	0%	-20%	0%	3%
35	4%	x	0%	x
36	2%	12%	1%	-3%
37	-3%	-14%	1%	-1%
